# Mot1-301 SUMO = yeast Mot1-301 growth rescue at high temperature, primary screen, SUMOylation pathway inhibitor project, S. cerevisiae, ATP luminescence, 38.5C; S. cerevisiae Mot1-301 growth rescue; percent above DMSO median, 100 means doubled; growth rescue, % at 18.8 µM; 1% of 320,000 active; AID 2716, 2010;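 active = every valid replicate shows activation above 250% relative to neutral control wells; inactive = the rest, any valid replicate at or below 250%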;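 also: OY570 slx delta 5 strain wells were the positive control but not used for scaling; some compounds called inactive have numbers as strong as hits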
# OPRM1-OPRD1 inv = inverse agonists of MOR-DOR heterodimerization, primary screen, cell-based, luminescence; AID 504357, 2011; Mu-type opioid receptor (Homo sapiens) + Delta-type opioid receptor (Homo sapiens), …; cell-based MOR-DOR heterodimer luminescence, inverse agonism; 0.21% of 340,000 active; inhibition, % at 9.3 µM; in the data active = inhibition above about 22%, passing the limit was not always enough;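 also: 0% = cells with DMSO and 100% = wells without cells with DMSO; values of inactives mirror those of a sister screen read the other way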
# DSG3 Ab inh = inhibitors of pemphigus antibody binding to DSG3, primary screen, biochemical, bead-based, flow cytometry, scFv-GFP; DSG3-coupled beads, scFv-anti-DSG3-GFP binding; active compounds read low; binding (percent of control), % at 10 µM; 0.48% of 310,000 active; AID 588358, 2011;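 active = binding more than 3 SD below its plate's average and above zero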;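 also: hits lower antibody fragment binding to DSG3; some compounds called inactive have numbers as strong as hits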
# Target sequence (P32926 whole entry, looked up, the tested form may be a part): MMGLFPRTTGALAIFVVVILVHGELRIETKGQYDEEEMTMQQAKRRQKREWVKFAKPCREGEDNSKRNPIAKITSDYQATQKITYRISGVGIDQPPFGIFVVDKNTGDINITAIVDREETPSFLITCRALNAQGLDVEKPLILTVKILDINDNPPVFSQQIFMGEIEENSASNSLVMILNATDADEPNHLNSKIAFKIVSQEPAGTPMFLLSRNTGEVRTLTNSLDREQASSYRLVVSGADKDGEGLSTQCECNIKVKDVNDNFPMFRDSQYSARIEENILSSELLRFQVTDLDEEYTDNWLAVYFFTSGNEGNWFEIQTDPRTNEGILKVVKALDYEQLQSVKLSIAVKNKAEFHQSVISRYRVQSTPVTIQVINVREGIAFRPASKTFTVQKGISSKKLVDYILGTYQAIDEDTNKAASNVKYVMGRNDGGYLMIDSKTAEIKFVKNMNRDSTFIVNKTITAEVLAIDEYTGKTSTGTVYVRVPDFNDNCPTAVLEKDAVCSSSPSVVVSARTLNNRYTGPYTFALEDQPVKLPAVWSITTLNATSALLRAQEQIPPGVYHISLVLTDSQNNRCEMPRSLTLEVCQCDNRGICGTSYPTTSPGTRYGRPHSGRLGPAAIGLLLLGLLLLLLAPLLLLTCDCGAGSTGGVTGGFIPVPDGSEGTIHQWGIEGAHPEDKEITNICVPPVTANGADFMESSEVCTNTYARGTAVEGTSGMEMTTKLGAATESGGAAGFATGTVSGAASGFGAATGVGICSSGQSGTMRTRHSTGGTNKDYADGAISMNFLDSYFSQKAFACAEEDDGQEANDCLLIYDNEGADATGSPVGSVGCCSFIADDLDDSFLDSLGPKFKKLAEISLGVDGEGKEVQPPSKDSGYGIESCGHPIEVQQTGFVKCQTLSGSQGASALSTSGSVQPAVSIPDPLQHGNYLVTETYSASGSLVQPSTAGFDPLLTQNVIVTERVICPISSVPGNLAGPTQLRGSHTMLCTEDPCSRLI
# HTR5A inv ag = HTR5A inverse agonists in luminescence cell assay, primary screen, counter-screen for OPRM1-OPRD1 heterodimer inverse agonist project, full-deck HTS; AID 504634, 2011; inhibition, % at 9.3 µM; HTR5A cell line, inverse agonism; 0.083% of 340,000 active; 5-hydroxytryptamine receptor 5A (Homo sapiens), P47898; in the data active = inhibition mostly above about 23%, no sharp cut-off; inactive = mostly below about 18%;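 also: 0% = cells with DMSO and 100% = no-cell wells with DMSO; some compounds called inactive have numbers as strong as hits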
# PfHsp90 yeast 2 = growth inhibition of PfHsp90-expressing yeast, primary screen, antimalarial PfHsp90 inhibitor project, S. cerevisiae, BacTiter-Glo luminescence, single point, set 2; 0.32% of 310,000 active; BacTiter-Glo ATP, 48 h; yeast lacking PDR1 and PDR3 efflux regulators; inhibition, % at 9.4 µM;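 active = every replicate shows inhibition above about 80%, whatever the replicate mean, limit read from the data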;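 also: 0% = DMSO neutral controls and 100% = 20 µM radicicol positive controls; yeast relying on Plasmodium falciparum Hsp90 in place of its own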
# OPRM1-OPRD1 ag = agonists of OPRM1-OPRD1 heterodimerization, primary screen, cell-based, luminescence. Mu-type opioid receptor (Homo sapiens) + Delta-type opioid receptor (Homo sapiens), …. cells. 0.3% of 340,000 active. activation, % at 9.3 µM; in the data active = activation above about 18%;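 also: 0% = vehicle-treated cells and 100% = reference agonist; values of inactives mirror those of a sister screen read the other way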
# PKA-R1A act = activators of PKA-R1A holoenzyme, primary screen, biochemical, fluorescence polarization, Cy5-IP20, bovine R1A, mouse PKAc; cAMP-dependent protein kinase type I-alpha regulatory subunit (Bos taurus) + …; PKA-R1A dissociation; scaled: DMSO 0%, 113 µM cGMP 100%; activation, % at 11.4 µM; 0.083% of 340,000 active; AID 504707, 2011;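 active = percent activation above the mean of all tested compounds plus 3 SD, cut at about 19% in these data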;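 also: higher means more PKAc released from R1A so a rise in polarization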
# HTR5A ag = HTR5A agonists in luminescence cell assay, primary screen, counter-screen for OPRM1-OPRD1 heterodimer agonist project, full-deck HTS | activation, % at 9.3 µM | 0.61% of 340,000 active | cell-based; in the data active = activation mostly above about 9.5%, no sharp cut-off; inactive = mostly below about 7.6%;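 also: 0% = cells with vehicle only and 100% = reference agonist; strong numbers were not always called active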
# AddAB inh = growth inhibition of E. coli expressing H. pylori AddAB, primary screen, AddAB inhibitor project, absorbance; inhibition, % at 11.9 µM; 0.29% of 330,000 active; in the data active = inhibition above about 12%;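 also: 0% = vehicle wells of infected cells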
# phage Ecoli inh = growth loss of phage-infected E. coli, primary screen, RecBCD inhibitor project, absorbance, with phage, HTS; inhibition, % at 11.9 µM; 0.26% of 360,000 active; AID 651602, 2012; in the data active = inhibition above about 11%
# Ecoli viability = E. coli V3065 growth inhibition, primary screen, counter-screen for AddAB inhibitor project, absorbance, OD600 | 18 h | inhibition, % at 11.9 µM | 0.27% of 330,000 active | AID 449728, 2010;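 active = inhibition above the campaign's mean inhibition across all tested compounds plus 3 SD, cut at about 9.9% in these data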;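 also: uninfected addAB+ strain grown without phage in ampicillin broth; 0% = DMSO wells and 100% = ciprofloxacin 0.95 µg/ml wells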
# Active calls of the source: *; · = not tested or not shown.
nr	Molecule	Mot1-301 SUMO	OPRM1-OPRD1 inv	DSG3 Ab inh	HTR5A inv ag	PfHsp90 yeast 2	OPRM1-OPRD1 ag
1	CCCCC1CCC(C(=O)OCC(=O)Nc2ccc(S(N)(=O)=O)cc2)CC1 (stereo unspecified)	7	6	91	-18	-21	-0.9
2	CC1CCN(CCCNc2cc(NCCO)c([N+](=O)[O-])c3nonc23)CC1	-8	1	101	-11	-18	-0.2
3	CSc1nc(-c2cccs2)c(C#N)c(=O)[nH]1	1	17	101	22	-9	-3.3
4	CC(NC(=O)CNC(=S)N(Cc1cccs1)C1CCCC1)c1ccccc1 (stereo unspecified)	·	-76	110	-11	15	15
5	Cn1c(=O)[nH]c(=O)c2c1nc(N1CCOCC1)n2CCN1CCOCC1	-19	·	105	·	5	·
6	CCOCCCNC(=O)Cn1cnc2c(cnn2-c2ccc(OC)cc2)c1=O	6	13	109	4	21	-2.7
7	CN(C(=O)COc1cc(=O)n(C)c2ccccc12)c1cccc(Cl)c1	-11	10	110	4	15	-1.9
8	CCc1ccc(OCC(=O)NC(=S)Nc2ccc(F)cc2)c(Br)c1	11	-19	91	10	5	3.4
9	c1ccc(-n2nnc3c(N4CCOCC4)ncnc32)cc1	-5	-6	99	-8	21	1.2
10	O=C(COC(=O)c1ccc[nH]c1=O)NC1CCCC1	3	8	117	-7	-12	-2.0

nr	PKA-R1A act	HTR5A ag	AddAB inh	phage Ecoli inh	Ecoli viability
1	-3	2	1.7	1.7	2.1
2	6	3	0.7	1.3	0.2
3	5	-1	-0.2	3.3	-1.1
4	5	4	0.3	1.1	-0.1
5	-10	·	3.6	3.3	-0.3
6	-8	-1	0.7	-0.1	-1.8
7	-9	-2	1.1	0.8	1.5
8	-4	7	2.2	0.9	-0.1
9	-4	-2	0.3	3.0	-0.2
10	-7	-6	0.7	-1.4	-0.7

# The closing six compounds of the part before lead into the next.
nr	Molecule	Mot1-301 SUMO	OPRM1-OPRD1 inv	DSG3 Ab inh	HTR5A inv ag	PfHsp90 yeast 2	OPRM1-OPRD1 ag
5	Cn1c(=O)[nH]c(=O)c2c1nc(N1CCOCC1)n2CCN1CCOCC1	-19	·	105	·	5	·
6	CCOCCCNC(=O)Cn1cnc2c(cnn2-c2ccc(OC)cc2)c1=O	6	13	109	4	21	-2.7
7	CN(C(=O)COc1cc(=O)n(C)c2ccccc12)c1cccc(Cl)c1	-11	10	110	4	15	-1.9
8	CCc1ccc(OCC(=O)NC(=S)Nc2ccc(F)cc2)c(Br)c1	11	-19	91	10	5	3.4
9	c1ccc(-n2nnc3c(N4CCOCC4)ncnc32)cc1	-5	-6	99	-8	21	1.2
10	O=C(COC(=O)c1ccc[nH]c1=O)NC1CCCC1	3	8	117	-7	-12	-2.0
11	Cc1nn(Cc2ccc(Br)cc2)c(C)c1NC(=O)c1nn(C)cc1Cl	-1	14	96	-4	-11	-2.9
12	COC(=O)C1=C(C(C)=O)C(c2ccc(C)cc2)n2nnnc2N1 (stereo unspecified)	-1	-3	98	6	36	0.7
13	Nc1ccccc1-c1nc2ccccc2[nH]c1=O	-17	14	105	-7	-33	-3.1
14	CCOc1ccc(C=NNc2ccc(S(=O)(=O)Nc3ccccc3C(=O)O)cc2[N+](=O)[O-])cc1	-7	2	89*	2	-31	-0.5
15	C/C(CC(=O)Nc1ccc(Cl)cc1Cl)=N\NC(=O)c1cnccn1	0	4	·	-25	25	-0.8
16	O=C(Oc1ccc(C(=S)N2CCOCC2)cc1)c1ccc(F)cc1	-2	3	117	-6	-34	-0.5
17	O=C1CCCN1c1cc(Cl)cc(Cl)c1	-3	12	103	-4	2	-2.6
18	COc1ccc(OC(C)C(=O)Nc2cccc([N+](=O)[O-])c2)cc1 (stereo unspecified)	17	14	97	1	-2	-2.7
19	COc1cc(OC)cc(-c2nnc(SCC(=O)NCc3cccs3)o2)c1	7	3	94	6	·	-0.5
20	CCCCCCCN1CCC(=O)N([C@H](CO)CC(C)C)CC1	0	11	100	20	14	-1.9

nr	PKA-R1A act	HTR5A ag	AddAB inh	phage Ecoli inh	Ecoli viability
5	-10	·	3.6	3.3	-0.3
6	-8	-1	0.7	-0.1	-1.8
7	-9	-2	1.1	0.8	1.5
8	-4	7	2.2	0.9	-0.1
9	-4	-2	0.3	3.0	-0.2
10	-7	-6	0.7	-1.4	-0.7
11	-12	2	2.1	2.4	0.2
12	-5	2	-1.7	-0.6	-2.2
13	-2	2	·	2.7	·
14	9	0	-0.4	·	-2.9
15	-6	2	0.3	0.9	-1.7
16	3	2	-1.8	1.5	0.1
17	6	-1	1.0	4.1	-0.3
18	4	0	0.3	2.0	1.2
19	-4	-2	1.8	0.8	-0.7
20	-1	3	2.6	-0.5	-0.7

# (list continues)
nr	Molecule	Mot1-301 SUMO	OPRM1-OPRD1 inv	DSG3 Ab inh	HTR5A inv ag	PfHsp90 yeast 2	OPRM1-OPRD1 ag
21	NS(=O)(=O)c1ccc(NC(=S)N2CCN(Cc3ccc(Cl)c(Cl)c3)CC2)cc1	5	·	·	·	-24	·
22	COC(=O)[C@]1(C)N[C@H](CN(C)C(=O)c2ccc(F)cc2)[C@@H]2C(=O)N(C)C(=O)[C@@H]21	·	4	102	0	13	-0.9
23	O=C(c1ccc(OC2CCN(CCCc3ccccc3)CC2)cc1)N1CCCC1	-6	10	95	8	-16	-1.9
24	CC(C)(CNC(=O)c1cccc(F)c1)CNC(=O)c1cccc(F)c1	-11	-5	96	-13	10	1.0
25	CCN1CCN(c2ccc(S(=O)(=O)N3CCCCC3)cc2NC(=O)c2ccc(F)cc2)CC1	-7	6	109	-29	-34	-1.3
26	O=C(c1n[nH]c(=O)c2ccccc12)N1CCN(Cc2ccc3c(c2)OCO3)CC1	-11	8	110	-16	-10	-1.5
27	COC(=O)C1(C)NC(=O)c2ccccc2N1 (stereo unspecified)	-32	8	108	10	-14	-1.5
28	Cc1ccc2c(c1)N=C(c1ccccc1)CC(C(Cl)Cl)=N2	-41	10	99	-13	8	-1.9
29	COCCn1c(C)cc(C(=O)COc2ccc(N(C)S(=O)(=O)c3ccc(C)cc3)cc2)c1C	-5	3	100	-27	-10	-0.5
30	COCCNC(=O)C(c1cccs1)N(C(=O)Cn1nnc2ccccc21)c1ccccc1 (stereo unspecified)	5	11	104	4	-4	-2.0

nr	PKA-R1A act	HTR5A ag	AddAB inh	phage Ecoli inh	Ecoli viability
21	·	·	6.5	7.5	2.4
22	-2	0	2.2	1.7	-1.6
23	-5	-5	2.0	0.8	3.9
24	7	1	4.8	-0.8	1.8
25	3	-2	3.0	1.7	1.0
26	-3	6	-0.7	0.9	-1.3
27	13	-4	2.7	1.5	-0.3
28	4	3	3.4	3.7	0.2
29	-5	8	1.5	0.0	0.7
30	-4	-3	-0.1	1.6	-2.3

# Other results follow.
nr	Molecule	Mot1-301 SUMO	OPRM1-OPRD1 inv	DSG3 Ab inh	HTR5A inv ag	PfHsp90 yeast 2	OPRM1-OPRD1 ag
31	O=C(Nc1ccc(C(F)(F)F)cc1)C1CCN(S(=O)(=O)c2ccc(N3CCCC3=O)cc2)CC1	6	-1	122	-3	-21	0.2
32	COc1cc(CNCc2ccccc2)ccc1OCC(O)c1ccccc1 (stereo unspecified)	-1	5	103	1	-7	-1.0
33	O=S(=O)(O)c1cc(O)c2ccc(Nc3ccccc3)cc2c1	·	-11	44*	-25	·	2.1
34	O=C(CN1C(=O)NC2(CCCc3ccccc32)C1=O)c1ccc(F)c(F)c1 (stereo unspecified)	5	8	87	-6	-9	-1.6
35	COc1ccc(C(=O)N[C@H](C(=O)OCc2nc3ccsc3c(=O)[nH]2)C(C)C)cc1	17	12	108	8	-1	-2.2
36	CCSc1nsc(NC(=O)Nc2cccc(C(C)=O)c2)n1	-2	6	95	-17	1	-1.2
37	CCN(CC)c1ccc(/C=N/NC(=O)c2cccc(S(=O)(=O)Nc3ccccc3OC)c2)c(O)c1	-13	-3	100	13	8	0.5
38	O=C(Cn1c(=S)[nH]c2ccccc2c1=O)N1CCc2ccccc2C1	278	-1	88	6	-26	0.2
39	NC(=O)C1CCN(c2ncccc2[N+](=O)[O-])CC1	2	5	·	15	4	-1.1
40	CN(C)c1nc(N)nc(CSc2ncc(Cl)cc2Cl)n1	17	10	104	-5	-9	-1.9

nr	PKA-R1A act	HTR5A ag	AddAB inh	phage Ecoli inh	Ecoli viability
31	6	1	0.5	1.9	-2.4
32	-6	0	0.3	-2.0	-0.3
33	4	7	·	-1.2	·
34	0	2	-0.2	4.4	1.9
35	-11	-3	0.9	-4.3	0.8
36	-8	4	3.9	9.4	7.0
37	1	-5	32*	28*	33*
38	1	-3	-2.1	1.0	-0.3
39	1	0	-2.5	1.7	-1.8
40	-3	2	0.8	2.0	-0.5

# The results go on:
nr	Molecule	Mot1-301 SUMO	OPRM1-OPRD1 inv	DSG3 Ab inh	HTR5A inv ag	PfHsp90 yeast 2	OPRM1-OPRD1 ag
41	Cc1cccc(C)c1N(CC(=O)NCc1ccccc1)C(=O)c1csnn1	21	11	97	-28	-5	-1.7
42	O=C(NCc1ccc(Cl)cc1)c1ccc(N2CCCC2=O)cc1	3	6	106	10	-22	-1.2
43	Cc1ccc(S(=O)(=O)Nc2ccc(NC(=O)/C=C/C(=O)O)cc2)cc1	-16	12	98	1	-8	-2.3
44	Cn1c(=O)c2c(nc(CN3CCN(C(=O)c4ccco4)CC3)n2Cc2ccc(Cl)cc2)n(C)c1=O	-8	8	95	-12	-26	-1.7
45	Cc1ccc(C2C=C(c3ccccc3)Nc3ncnn32)cc1 (stereo unspecified)	30	8	98	4	-8	-1.4
46	Cc1nnc(N(C)C(=O)Cc2ccc3c(c2)OCO3)s1	·	15	101	8	-14	-2.9
47	Cc1ccsc1C(=O)OCC(=O)NC1CCCC1	·	5	·	-16	11	-1.2
48	COc1ccccc1CCNC(=O)CSc1nc(-c2ccco2)cc(C(F)(F)F)n1	417	6	97	-26	35	-1.1

nr	PKA-R1A act	HTR5A ag	AddAB inh	phage Ecoli inh	Ecoli viability
41	-10	10	3.3	1.7	0.1
42	2	-4	-1.7	3.0	-1.4
43	-13	1	1.0	3.4	3.3
44	-2	-4	0.8	3.2	-2.7
45	11	-2	3.7	2.6	-0.3
46	8	0	0.3	2.4	-0.9
47	-11	6	-0.1	-0.1	-2.3
48	1	9	0.3	2.1	-2.1
